# MazEF act: MazEF (E. coli) toxin RNase activation; P0AE70; FAM/BHQ RNA-DNA oligo cleavage fluorescence, 5 h; activation, % at 20 µM; 0.32% of 350,000 active; AID 504720; in the data active = activation above about 50%
# Target sequence (P0AE70 whole entry, looked up): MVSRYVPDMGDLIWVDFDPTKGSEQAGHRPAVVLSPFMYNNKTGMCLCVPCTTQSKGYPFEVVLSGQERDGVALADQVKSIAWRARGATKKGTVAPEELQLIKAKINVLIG
# GDH-TPI inh: GDH-TPI coupled enzyme inhibition counter-screen; inhibition, % at 4.8 µM; 1.2% of 360,000 active; GDH-TPI coupled enzyme counterscreen, NADH absorbance; in the data active = inhibition above about 30%;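 also: 0% = DMSO wells and 100% = wells lacking the enzyme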
# Vc quorum ag: inducers of Vibrio cholerae quorum light production without autoinducers | V. cholerae BH1578 lux reporter, luminescence, 6 h | activation, % at 18.7 µM | AID 588436 | 0.16% of 350,000 active; in the data active = activation mostly above about 9.7%, no sharp cut-off; also: not every result past the cut was called active; inactives centre near 0; reference of the scale not given here
# Mtb UGM inh: inhibitors of M. tuberculosis UDP-galactopyranose mutase; 0.06% of 320,000 active; P9WIQ1; inhibition, % at 10 µM; purified UGM, fluorescence polarization probe displacement; in the data active = inhibition above about 10%, passing the limit was not always enough
# Target sequence (P9WIQ1 whole entry, looked up): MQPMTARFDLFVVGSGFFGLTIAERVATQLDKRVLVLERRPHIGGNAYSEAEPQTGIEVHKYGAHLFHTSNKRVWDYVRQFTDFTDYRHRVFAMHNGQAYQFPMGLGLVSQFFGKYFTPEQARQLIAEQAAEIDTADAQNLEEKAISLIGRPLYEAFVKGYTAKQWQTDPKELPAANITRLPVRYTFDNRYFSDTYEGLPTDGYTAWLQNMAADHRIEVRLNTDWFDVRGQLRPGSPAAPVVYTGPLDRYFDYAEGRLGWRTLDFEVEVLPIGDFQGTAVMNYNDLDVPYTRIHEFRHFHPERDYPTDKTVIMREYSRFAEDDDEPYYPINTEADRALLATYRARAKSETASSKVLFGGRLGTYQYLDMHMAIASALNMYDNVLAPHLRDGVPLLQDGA
# Rv3671c protease: inhibits the M. tuberculosis serine protease Rv3671c; P9WHR9; inhibition, % at 5.96 µM; 0.048% of 320,000 active; in the data active = inhibition above about 38%;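 also: extracellular domain of Rv3671c used as enzyme; 0% = enzyme with DMSO and 100% = no enzyme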
# SARS 3CLpro inh: SARS-CoV 3CLpro protease inhibition | inhibition, % at 6 µM | P0C6X7 | recombinant SARS-CoV 3CLpro, quenched FRET peptide cleavage | 0.14% of 290,000 active; in the data active = inhibition above about 12%
# Mtb FBA inh: inhibits M. tuberculosis FBA enzyme. P9WQA3. inhibition, % at 1 µM. purified M. tuberculosis FBA, fluorescence read-out. 2.3% of 360,000 active; in the data active = inhibition above about 27%;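 also: 0% = vehicle and 100% = reference inhibitor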
# Target sequence (P9WQA3 whole entry, looked up): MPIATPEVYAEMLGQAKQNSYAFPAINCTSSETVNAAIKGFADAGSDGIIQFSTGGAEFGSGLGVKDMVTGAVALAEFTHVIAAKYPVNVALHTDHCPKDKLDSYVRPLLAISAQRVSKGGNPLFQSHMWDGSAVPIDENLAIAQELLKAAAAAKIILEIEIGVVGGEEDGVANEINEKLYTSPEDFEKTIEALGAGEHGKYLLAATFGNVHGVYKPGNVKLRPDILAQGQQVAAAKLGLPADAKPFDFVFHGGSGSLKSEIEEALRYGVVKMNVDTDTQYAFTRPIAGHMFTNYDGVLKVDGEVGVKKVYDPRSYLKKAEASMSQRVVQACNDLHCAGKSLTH
# SSB-PriA inh: inhibitors of Klebsiella pneumoniae PriA binding to SSB C-terminal tail; inhibition, % at 33 µM; 0.6% of 430,000 active; AlphaScreen SSBct-PriA binding, biotinylated peptide; in the data active = inhibition mostly above about 37%, no sharp cut-off; inactive = mostly below about 20%;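 also: plate controls were negative control peptide for no effect and reference peptide for full effect; strong numbers were not always called active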
# VHR inh abs: inhibitors of human VHR1 phosphatase (DUSP3) | 0.52% of 290,000 active | P51452 | recombinant VHR phosphatase, pNPP absorbance | inhibition, % at 13.3 µM; in the data active = inhibition above about 50%; also: some compounds called inactive have numbers as strong as hits
# Target sequence (P51452 whole entry, looked up): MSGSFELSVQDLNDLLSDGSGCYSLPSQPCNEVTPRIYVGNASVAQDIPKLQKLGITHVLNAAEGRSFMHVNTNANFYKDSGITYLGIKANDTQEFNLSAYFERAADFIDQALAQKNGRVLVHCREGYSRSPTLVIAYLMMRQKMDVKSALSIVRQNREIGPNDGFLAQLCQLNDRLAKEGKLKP
# BioA inh: BioA (M. tuberculosis) enzyme inhibition. 0.096% of 360,000 active. inhibition, % at 9.99 µM. purified M. tuberculosis BioA enzyme, plate reader; in the data active = inhibition above about 40%
# An asterisk follows results filed as active; i = inactive; . = not tested or not shown; & = joins results of further samples. Some of the compounds tested (hit frequency here may not be typical).
SMILES,MazEF act,GDH-TPI inh,Vc quorum ag,Mtb UGM inh,Rv3671c protease,SARS 3CLpro inh,Mtb FBA inh,SSB-PriA inh,VHR inh abs,BioA inh
C[C@]12CCC(=O)C=C1C=C[C@@H]1[C@@H]2CC[C@@]2(C)[C@H]1CC[C@@]21CCC(=O)O1,3.7,0.4,-1.5,-1.8,.,-2.2,0.2,-9.6,33.4,25.6
CC(C)CN(CC(C)C)CC(O)COc1ccc([N+](=O)[O-])cc1 (centres undefined),-3.6,13.3,-0.6,-0.3,-2.6,4.4,3.6,1.4,5.4,7.9
CCCc1[nH]nc2c1C(c1ccoc1)C(C#N)=C(N)O2 (centres undefined),-0.9,1.5,i,0.5,1.5,7.1,-4.4,5.0&-7.9,-11.3,.
COc1cccc(/C=C/C(=O)NNC(=O)c2ccco2)c1OC,7.7,10.8,-1.3,-1.6,-3.1,.,2.5,-0.1,.,3.4
O=c1[nH]c(S)nc2sc3c(c12)CCCC3,-5.5,2.4,-0.3,4.1,-2.1,3.0,1.6,-5.2,13.6,0.8
COc1ccc(OC)c(NC(=O)c2ccc(-c3cccs3)cc2)c1,-8.5,6.0,-0.2,-1.1,-4.7,-3.1,-4.2,-12.8,11.5,.
COc1ccccc1/C=C/C(=O)NCc1cccnc1,0.8,15.8,-0.3,-1.7,-12.5,0.0,10.4,-2.9,14.9,.
Cc1nnc2c3ccccc3c(-c3cccs3)nn12,-0.3,6.8,1.4,.,-3.1,-0.8,11.2,0.2,44.0,.
CCn1c(SCC(=O)NC(=O)c2ccccc2OC)nc2ccccc21,2.9,1.3,i,0.7,-2.6,-4.5,2.6,-8.0,-5.6,24.0
CNC(=O)Nc1ccc(S(N)(=O)=O)cc1,-0.6,-4.1,-0.4,1.5,-5.0,0.3,2.7,-21.1,14.4,.
O=C(Nc1ccc(F)cc1)Nc1cnccn1,2.2,-6.2,i,-2.3,2.4,-6.6,1.6,-9.6,10.5,0.8
O=C(NC1=CC(=O)c2ccccc2C1=O)c1ccccc1,3.8,7.8,-1.3,.,.,.,-2.5,8.3,.,-1.1
COc1cccc2c(C)c(C(=O)O)[nH]c12,1.0,11.8,-9.8,0.8,8.7,0.5,19.2,-7.7,31.2,2.1
COc1ccc(NC(=S)N2CCCC(c3nc4ccc(C)cc4[nH]3)C2)c(OC)c1 (centres undefined),4.0,2.7,-0.6,-0.9,-0.6,-0.1,-4.7,10.2,12.2,.
CCOC(=O)c1sc2nc(C)nc(Nc3ccccc3)c2c1C,2.2,-0.6,i,-0.6,7.6,2.9,1.9,-8.2,4.0,.
COc1ccc(NS(=O)(=O)c2ccc(O)c(C(=O)OCC(=O)N3CC(C)OC(C)C3)c2)cc1 (centres undefined),-2.2,7.8,i,-1.0,-2.2,6.9,0.9,3.0,-16.6,-1.0
CC(=O)N1CCN(CC(=O)Nc2cc(S(=O)(=O)N3CCCCC3)ccc2C)CC1,8.2,-12.7,-0.4,1.5,4.9,.,0.3,-7.0,.,3.2
O=C(CCCl)Nc1nc2c(s1)CCc1ccccc1-2,5.3,0.3,-0.5,-0.2,-2.9,1.1,-0.9,-7.3,31.7,.
Nc1cccc(C(=O)Nc2ccco2)c1,-6.5,11.7,i,-0.3,0.7,-3.9,0.0,-1.2,1.8,-0.8
CC(=O)Nc1sc(C)c(C)c1C(=O)OCC(=O)Nc1ccccc1C(F)(F)F,4.3,1.3,-7.7,.,.,.,-4.0,.,.,0.5
O=C(Nc1cccc(Cl)c1Cl)c1csc([C@H]2C[C@H](O)[C@@H](CO)O2)n1,.,0.0,i,.,.,.,-0.9,.,.,-0.8
CN(C)c1nc(-c2cccnc2)nc(-c2ccc(Cl)cc2)c1C#N,-0.8,12.4,i,-0.3,-3.9,1.2,-3.8,2.3,27.4,0.8
N#Cc1nc(-c2ccccc2)oc1NCCN1CCCCC1,5.0,-9.2,-0.3,1.5,-1.3,-2.7,80.7*,-2.6,5.6,.
COc1ccc(CC(=O)Nc2ccc(-c3cn4ccccc4n3)cc2)cc1,-5.8,4.1,0.2,-0.1,1.2,-3.0,65.5*,-1.9,8.7,-0.1
C[C@H](NC(=O)c1ccc(Br)cc1)C(=O)NCc1ccc(S(N)(=O)=O)cc1,11.0,0.6,-0.3,-0.8,11.8,-1.9,1.8,4.6,-5.0,-1.0
COC(=O)C1=C(c2ccc(F)cc2F)C[C@@H]2CC[C@H]1N2C(=O)NCc1ccc(F)cc1,3.4,9.2,i,-0.4,0.3,.,3.0,-2.8,.,0.7
O=c1c2cn[nH]c2[nH]c(=S)n1-c1ccccc1Cl,-5.4,-8.6,i,2.7,-2.7,1.7,0.8,-11.1,11.6,.
CN(c1ccc(C(=O)NCc2ccncc2)cc1)S(=O)(=O)c1ccc(Cl)cc1,0.2,4.6,i,1.4,-7.1,0.9,-1.2,-3.3,33.8,4.7
CN(C(=O)c1ccccn1)C1(C(=O)NC2CCCCC2)CCCCC1,4.8,2.4,i,-0.5,3.2,1.2,1.9,0.6,10.8,-0.5
O=C(O)CCCC(=O)N1N=C(c2c(-c3ccccc3)c3cc(Cl)ccc3[nH]c2=O)CC1c1cccs1 (centres undefined),0.1,12.7,-0.3,-0.7,-9.6,5.0,7.5,3.1,2.3,.
CCCCNC(=O)c1nn2c(C(F)(F)F)cc(-c3ccc(OC)cc3)nc2c1Br,6.9,4.3,i,-1.9,-9.7,-3.8,0.9,-12.4,-10.7,-1.2
CCC(=O)NNc1ncnc2c1cnn2-c1cccc(C)c1,-4.3,-2.5,0.6,2.1,-1.2,-1.8,3.7,-20.5,22.7,-2.3
COc1cc(=O)[nH]c(SCC(=O)Nc2nc3c(s2)CCCC3)n1,5.3,-0.7,-0.2,0.3,3.7,4.7,1.3,3.1,31.1,.
O=S(=O)(c1ccccc1Cl)N1CCCC1c1nc(-c2cccc(Cl)c2)no1 (centres undefined),-1.8,9.9,3.1,-1.5,2.3,2.4,19.2,-36.2,-5.4,-0.4
CCc1nnc(NC(=O)c2ccc(OC)cc2)s1,3.9,-3.1,i,1.4,3.6,-2.0,0.7,3.1,16.5,-0.7
Cc1nc(SCC(C)C)[nH]c(=O)c1Cc1ccccc1,-15.5,0.5,1.1,-1.7,3.6,-5.9,-0.3,-1.1,17.3,.
O=C(Cc1ccc(F)cc1)Nc1cc(S(=O)(=O)N2CCOCC2)ccc1N1CCCCC1,6.5,2.6,i,.,.,.,-1.0,.,.,-1.2
O=[N+]([O-])c1ccc(Cl)c(S(=O)(=O)/N=C(/c2ccccc2)N2CCOCC2)c1,9.7,2.2,0.0,3.5,4.0,1.9,0.4,.,15.5,5.0
O=C(O)CCNS(=O)(=O)c1ccc2c(c1)OCCCO2,3.6,-15.5,i,0.1,-5.9,-3.9,9.2,-9.6,-12.3,.
CC(C)C1Oc2ccccc2N(CC(=O)N(C)C2CCCCC2)C1=O (centres undefined),-12.7,-10.7,-0.4,0.7,-1.7,-5.1,3.1,0.2,-9.4,-0.1

# Some of the entries above, set out differently.
SMILES	MazEF act	GDH-TPI inh	Vc quorum ag	Mtb UGM inh	Rv3671c protease	SARS 3CLpro inh	Mtb FBA inh	SSB-PriA inh	VHR inh abs	BioA inh
O=C(O)CCCC(=O)N1N=C(c2c(-c3ccccc3)c3cc(Cl)ccc3[nH]c2=O)CC1c1cccs1 (centres undefined)	0.1	12.7	-0.3	-0.7	-9.6	5.0	7.5	3.1	2.3	.
CNC(=O)Nc1ccc(S(N)(=O)=O)cc1	-0.6	-4.1	-0.4	1.5	-5.0	0.3	2.7	-21.1	14.4	.
CCCCNC(=O)c1nn2c(C(F)(F)F)cc(-c3ccc(OC)cc3)nc2c1Br	6.9	4.3	i	-1.9	-9.7	-3.8	0.9	-12.4	-10.7	-1.2

# Additional results follow:
SMILES,MazEF act,GDH-TPI inh,Vc quorum ag,Mtb UGM inh,Rv3671c protease,SARS 3CLpro inh,Mtb FBA inh,SSB-PriA inh,VHR inh abs,BioA inh
CC(=O)Nc1ccc(Cl)cc1C1COC(=O)C1=N (centres undefined),1.4,13.7,-0.1,-1.4,2.6,-0.8,-1.6,-1.3,-14.3,.
CC(C)c1nc(SCc2ccccn2)c2c(=O)n(C)c(=O)n(C)c2n1,11.4,3.9,-0.2,2.3,-10.1,1.9,1.7,0.5,12.7,-0.3
CCC(C(=O)OCC(=O)Nc1cccc(C(C)=O)c1)c1ccccc1 (centres undefined),-3.3,1.3,8.3,0.7,5.9,-3.0,0.5,2.2,6.7,5.1
O=C(CSc1nnc(NC(=O)c2c(F)cccc2F)s1)Nc1ccc(F)cc1,179.0*,-1.0,-0.3,-2.1,-0.8,4.0,-1.3,-8.3,-4.8,.
COC(=O)COc1ccc(S(=O)(=O)N2CCOCC2)cc1,13.5,3.5,-2.6,-0.5,-5.4,0.0,-3.5,1.0,11.8,-3.4
CCNC(=O)C1(C)CCCN(Cc2cccc3ccccc23)C1 (centres undefined),.,-3.1,-0.7,.,.,.,-1.9,.,.,1.3
CCn1cc(C(=O)N[C@H](C(=O)NCCCN2CCOCC2)C(C)C)c(=O)c2cc3c(cc21)OCO3,2.6,8.9,-0.5,0.9,6.8,2.0,4.4,-10.3,17.8,-0.1
O=C(Cc1cn2ccsc2n1)OCc1ccccc1,2.2,7.9,-0.4,-0.2,5.6,-1.8,1.1,-6.5,22.1,-5.3
CCC1S/C(=N/N=C/c2cccs2)NC1=O (centres undefined),0.6,29.7,-0.6,1.1,2.1,-0.6,-2.3,.,24.5,-1.9
CCOc1nc(Nc2ccccc2)nc(OCC)n1,5.2,1.5,1.9,4.1,5.5,2.7,0.1,-13.5,6.5,-0.2
C=C(C)COc1ccc(-c2n[nH]c(C)c2-c2ccccc2)c(O)c1,-5.2,8.8,1.4,-0.7,-9.6,14.1*,-0.9,16.8,1.2,-1.4
CCOC(=O)Cc1ccc(Nc2nc(NCc3cccs3)nc3ccsc23)cc1,.,13.3,0.9,.,.,.,2.2,.,.,-3.4
CCOC(=O)c1cnc(SCC(=O)Nc2nnc(CC)s2)nc1N,3.6,10.0,-7.1,0.3,-4.7,-1.8,2.1,-3.5,16.1,-1.1
CN(C)c1ccc(P(=O)(OCc2ccccc2)C(O)c2ccccc2)cc1 (centres undefined),10.7,-1.9,i,-1.4,11.9,-1.1,3.7,7.0&-3.0,17.0,.
CCC(C)[C@H](NC(=O)NCc1cccc(OC)c1)C(=O)O (some centres undefined),-1.0,-3.4,i,-1.6,-2.5,0.6,1.0,-22.6,28.0,0.2
Cc1noc(C)c1NC(=O)Nc1cccc2c1O[C@@H](CN(C)C)[C@@H](C)CN([C@H](C)CO)C2=O,3.1,-9.4,i,-4.6,0.9,.,0.2,0.6,.,-4.3&-0.2
O=C(CN1C(=O)CSc2ccc(S(=O)(=O)N3CCCCC3)cc21)NCc1cccnc1,3.1,6.1,i,1.3,-11.6,2.0,-0.3,-15.5,37.2,.
CCN1C[C@@H]2[C@@H]3C(=O)N(Cc4ccccc4)C(=O)[C@@H]3[C@](C)(C1=O)N2C(=O)c1ccc(Cl)cc1,8.2,-6.0,i,.,.,.,2.1,-11.4,.,1.7
COc1ccccc1NS(=O)(=O)c1cc(NC(=O)c2cc(=O)[nH]c3ccccc23)ccc1N1CCOCC1,-2.7,24.7,3.7,-5.3,-9.8,0.8,3.1,-6.5,3.3,-1.0
Cc1ccccc1CSc1nnc(-c2ccccn2)n1N,-1.0,4.8,1.7,-0.4,1.8,-3.1,1.0,30.1,14.7,-0.9
Cc1ccc2c(c1)C(=O)c1ccccc1CS2=O (centres undefined),-3.0,1.9,-0.3,-4.3,-0.7,-2.8,0.9,-0.9,-4.8,1.2
CO/N=C(/C(=O)N[C@@H]1C(=O)N2C(C(=O)O)=CCS[C@H]12)c1cnc(N)s1,.,12.9,-0.3,-0.5,3.8,2.9,2.4,.,17.3,-0.2

# Structural class: those above containing a CF3 group
SMILES,MazEF act,GDH-TPI inh,Vc quorum ag,Mtb UGM inh,Rv3671c protease,SARS 3CLpro inh,Mtb FBA inh,SSB-PriA inh,VHR inh abs,BioA inh
CC(=O)Nc1sc(C)c(C)c1C(=O)OCC(=O)Nc1ccccc1C(F)(F)F,4.3,1.3,-7.7,.,.,.,-4.0,.,.,0.5
CCCCNC(=O)c1nn2c(C(F)(F)F)cc(-c3ccc(OC)cc3)nc2c1Br,6.9,4.3,i,-1.9,-9.7,-3.8,0.9,-12.4,-10.7,-1.2
